NPY1 pot ag: potentiators or agonists of human neuropeptide Y receptor Y1; P25929; NPY-Y1 expressing cells, potentiator/agonist activation; activation, % at 3.6 µM; 0.37% of 220,000 active; AID 1304; in the data active means activation above about 33%, passing the limit was not always enough;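 further: cells stimulated with NPY at EC10 then isoproterenol at EC100; 0% = low agonist plus stimulus and 100% = saturating agonist plus stimulus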
Target sequence (P25929 whole entry, looked up): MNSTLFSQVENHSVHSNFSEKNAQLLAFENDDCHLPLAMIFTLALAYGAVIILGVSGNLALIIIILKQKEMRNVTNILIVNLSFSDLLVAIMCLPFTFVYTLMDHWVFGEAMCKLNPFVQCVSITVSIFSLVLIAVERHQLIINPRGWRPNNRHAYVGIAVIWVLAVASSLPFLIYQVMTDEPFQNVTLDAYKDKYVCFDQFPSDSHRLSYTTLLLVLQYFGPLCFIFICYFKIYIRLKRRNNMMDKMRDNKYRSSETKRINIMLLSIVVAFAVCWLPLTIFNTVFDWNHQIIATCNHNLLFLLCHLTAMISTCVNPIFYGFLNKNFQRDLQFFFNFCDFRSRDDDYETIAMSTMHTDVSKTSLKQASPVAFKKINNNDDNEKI
Runt-CBFb FRET: inhibitors of human RUNX1 Runt domain binding to CBFb | Q01196+Q13951 | Cerulean-Runt/Venus-CBFb FRET ratio 530/480, 1 h | inhibition, % at 20 µM | 0.46% of 220,000 active | AID 1496;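 active means inhibition over about 50% at 20 µM in the single-dose screen, limit read from the data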;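 further: 0% = DMSO wells and 100% = excess unlabeled CBFb competitor control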
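Schedule: protein complex preformed 1 h, compound exposure 1 h, room temperature, dark; test system: Cerulean-labeled Runt domain protein; amount: 100 nM per protein; buffer or medium: Tris 50 mM pH 7.5, KCl, K2SO4, 0.01% BSA; read-out: loss of energy transfer signal; detection: FRET fluorescence; controls: 5 µM unlabeled CBFb as full-inhibition high control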
NPY-Y1 antag: blocks the human neuropeptide Y Y1 receptor; P25929; HEK293-CNG Y1 cells, membrane potential fluorescence; NPY at EC95, then isoproterenol; inhibition, % at 3.6 µM; 1% of 200,000 active;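 active means inhibition above the campaign mean inhibition of all tested compounds plus 3 SD, cut at about 20% in these data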;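 further: 0% = DMSO wells given NPY plus isoproterenol and 100% = isoproterenol alone without NPY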
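Test system – HEK293 Y1/CNG channel cell line · Also added – NPY agonist 25 nM, then isoproterenol 1 µM plus Ro 20-1724 25 µM · Compound dosing – one concentration, 3.6 µM, in 0.4% DMSO · Schedule – compound incubation 1 h at room temperature, readout 45 min post-stimulation · Technique – fluorescence, membrane potential probe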
S1P4 agonist: human S1P4 receptor agonism; O95977; S1P4-expressing cell line, agonist reporter assay; activation, % at 4.98 µM; 0.35% of 220,000 active; in the data active means activation above about 11%;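 further: 0% = DMSO vehicle and 100% = reference agonist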
Target sequence (O95977 whole entry, looked up): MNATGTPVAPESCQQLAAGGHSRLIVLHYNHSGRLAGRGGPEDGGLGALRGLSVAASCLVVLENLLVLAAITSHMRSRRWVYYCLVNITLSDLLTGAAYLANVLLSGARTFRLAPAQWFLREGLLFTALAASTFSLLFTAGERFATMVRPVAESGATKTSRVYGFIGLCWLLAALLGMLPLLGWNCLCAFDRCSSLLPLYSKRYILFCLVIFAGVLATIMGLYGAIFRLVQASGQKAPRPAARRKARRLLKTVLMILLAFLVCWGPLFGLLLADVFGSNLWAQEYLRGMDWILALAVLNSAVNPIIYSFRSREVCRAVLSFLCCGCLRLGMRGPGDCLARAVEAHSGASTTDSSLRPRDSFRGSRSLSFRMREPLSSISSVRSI
Ba/F3 V617F tox: reduce viability of Ba/F3 cells dependent on JAK2V617F; Ba/F3 EpoR-JAK2V617F viability, ATP luminescence; inhibition, % at 5.6 µM; 1.1% of 220,000 active; AID 1446;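 active means inhibition above the campaign mean plus 3 SD over all tested compounds, cut at about 24% in these data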;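 further: cytokine-independent growth of Ba/F3 cells driven by EpoR plus mutant JAK2; 0% = DMSO-treated cells and 100% = JAK inhibitor I control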
BaF3 parental: reduces parental Ba/F3 cell viability, JAK2V617F counter-screen | CellTiter-Glo ATP luminescence | inhibition, % at 5.6 µM | 1.1% of 220,000 active;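 active means inhibition above a per-campaign cutoff, the mean inhibition of all tested compounds plus 3 SD, cut at about 27% in these data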;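 further: 0% = DMSO wells and 100% = JAK Inhibitor I control wells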
RBBP9 inh: human RBBP9 hydrolase inhibition; O75884; recombinant RBBP9, FP-Rh probe fluorescence polarization; 0.2% of 220,000 active; inhibition, % at 7.94 µM;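 active means inhibition above the campaign mean of all tested compounds plus 3 SD, cut at about 14% in these data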;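 further: plate controls were DMSO wells with RBBP9 for no effect and wells lacking RBBP9 protein for full effect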
Target sequence (O75884 whole entry, looked up): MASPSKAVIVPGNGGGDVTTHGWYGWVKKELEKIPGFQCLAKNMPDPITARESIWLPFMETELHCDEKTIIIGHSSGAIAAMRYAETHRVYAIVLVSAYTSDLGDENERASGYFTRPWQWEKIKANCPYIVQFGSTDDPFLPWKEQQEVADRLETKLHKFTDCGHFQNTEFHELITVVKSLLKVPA
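Material: RBBP9 protein. Amount: RBBP9 at 2.5 µM in dispensed solution, before mixing. Schedule: 30 min then 45 min, 25 °C. Medium: Tris buffer pH 8.0, NaCl, Pluronic. Measured by: fluorescence polarization. Measure: percent inhibition from mP, scaled between DMSO and no-protein wells. Replication: one well per compound.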
NPY2 pot ag: potentiators or agonists of human neuropeptide Y receptor Y2; P49146; cells expressing NPY-Y2, potentiator/agonist read-out; activation, % at 3.6 µM; 0.45% of 220,000 active; AID 1359; in the data active means activation above about 27%;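 further: cells stimulated with NPY near EC25 plus isoproterenol at EC100; 0% = vehicle plus submaximal agonist and 100% = vehicle plus saturating agonist; some results beyond the cut were filed as inactive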
S1P4 antagonist: antagonists of human S1P4 receptor. O95977. S1P4-expressing cells, antagonist mode, reporter read-out. inhibition, % at 4.98 µM. 0.26% of 220,000 active. AID 1510; in the data active means inhibition above about 29%;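 further: 0% = wells stimulated with agonist and 100% = vehicle wells without agonist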
* marks the source's active call; other numbers are inactive results; nt = no result given.

Keys – A = NPY1 pot ag; B = Runt-CBFb FRET; C = NPY-Y1 antag; D = S1P4 agonist; E = Ba/F3 V617F tox; F = BaF3 parental; G = RBBP9 inh; H = NPY2 pot ag; I = S1P4 antagonist
SMILES: Cc1csc(NC(=O)C2CCN(C(=O)c3ccccc3C)CC2)n1
  A: -2	B: -1	C: 5	D: -2.8	E: 4	F: 5	G: -3	H: -3	I: -10
SMILES: Cc1ccc(Oc2cnn(-c3ccccc3)c(=O)c2Br)cc1
  A: -5	B: 1	C: 9	D: -3.1	E: -2	F: 2	G: 5	H: -20	I: -17
SMILES: CCOC(=O)C1=c2s/c(=C\c3ccncc3)c(=O)n2C(N)=C(C(=O)OC)C1c1ccncc1 (centres undefined)
  A: -4	B: -4	C: 6	D: 2.4	E: -4	F: 0	G: -2	H: -6	I: -17
SMILES: CN1C(=S)SC(N(O)C(=O)Nc2ccccc2)C1(C)C (centres undefined)
  A: -4	B: -2	C: -6	D: -2.4	E: -1	F: 5	G: -8	H: -11	I: -18
SMILES: COc1ccc2c(c1[N+](=O)[O-])CCC/C2=N/OC(=O)c1ccccc1SC
  A: -14	B: 1	C: 7	D: -0.7	E: -2	F: 2	G: 2	H: -21	I: 24
SMILES: Cc1cccc(C(=O)N/N=C/c2ccncc2)c1
  A: -4	B: 0	C: 5	D: -0.3	E: 1	F: -2	G: -3	H: -6	I: -12
SMILES: CCN(CC)S(=O)(=O)c1cccc(NC(=O)COC(=O)c2cccs2)c1
  A: 0	B: 0	C: 2	D: 1.7	E: 1	F: 0	G: -3	H: 11	I: -11
SMILES: Cc1ncc(C[n+]2csc(CCOC(=O)CC34CC5CC(CC(C5)C3)C4)c2C)c(N)n1
  A: -2	B: -7	C: -2	D: 1.2	E: 2	F: 3	G: -3	H: -3	I: -15
SMILES: CC1CCCN(C(=O)C2CCC(CNc3c(N4CCCCC4)c(=O)c3=O)CC2)C1 (centres undefined)
  A: -17	B: 2	C: nt	D: 0.1	E: -4	F: -1	G: -8	H: -17	I: -12
SMILES: O=C(OCc1nnc(-c2ccccc2)o1)c1ccc2c(c1)OCO2
  A: -21	B: 0	C: 11	D: 1.7	E: -2	F: 0	G: 8	H: -33	I: -16
SMILES: CCOc1ccc(N=C(NC#N)SC)cc1
  A: -6	B: 0	C: 2	D: -2.2	E: -1	F: 5	G: -11	H: -14	I: -5
SMILES: CCOc1ccccc1OCC(=O)NNC(=S)NC1CCCCC1
  A: -7	B: -3	C: -1	D: 0.7	E: 1	F: 5	G: -14	H: -13	I: 9
SMILES: COc1ccc(CCN2CC(C(=O)Nc3cccc(C(C)=O)c3)CC2=O)cc1OC (centres undefined)
  A: -10	B: -4	C: -1	D: 0.2	E: -1	F: 1	G: 12	H: -4	I: -1
SMILES: Cc1ccc(-c2nnc(N3CCN(C(=O)CSc4ncn[nH]4)CC3)c3ccccc23)cc1
  A: -7	B: 0	C: 2	D: -0.8	E: -1	F: 4	G: 2	H: 20	I: 9
SMILES: O=C(CN1CCC(NC(=O)C2CCCCC2)CC1)NCc1ccco1
  A: 7	B: 2	C: 0	D: 1.4	E: -1	F: -1	G: -6	H: 0	I: -24

Part of the list above, with bars between the fields.
mol | NPY1 pot ag | Runt-CBFb FRET | NPY-Y1 antag | S1P4 agonist | Ba/F3 V617F tox | BaF3 parental | RBBP9 inh | NPY2 pot ag | S1P4 antagonist
CN1C(=S)SC(N(O)C(=O)Nc2ccccc2)C1(C)C (centres undefined) | -4 | -2 | -6 | -2.4 | -1 | 5 | -8 | -11 | -18
COc1ccc2c(c1[N+](=O)[O-])CCC/C2=N/OC(=O)c1ccccc1SC | -14 | 1 | 7 | -0.7 | -2 | 2 | 2 | -21 | 24

(next part)
Keys – A = NPY1 pot ag; B = Runt-CBFb FRET; C = NPY-Y1 antag; D = S1P4 agonist; E = Ba/F3 V617F tox; F = BaF3 parental; G = RBBP9 inh; H = NPY2 pot ag; I = S1P4 antagonist
SMILES: Cc1ccc(C(=O)OCC(=O)Nc2ccccc2Cl)c(O)c1
  A: -6	B: 2	C: nt	D: -1.2	E: -3	F: -2	G: 3	H: -4	I: -12
SMILES: COC(=O)CCC(NC(=O)c1cc(C)oc1C)C(=O)OC (centres undefined)
  A: -13	B: -1	C: 0	D: 1.7	E: 0	F: 2	G: -2	H: 6	I: -19
SMILES: CCCn1c(SC(C(=O)Nc2cccc(OC)c2)c2ccccc2)nc2ccccc2c1=O (centres undefined)
  A: -21	B: 1	C: 5	D: -1.6	E: 6	F: 8	G: -11	H: 2	I: -26
SMILES: Cc1ccc(CSc2nc3sc(C)c(C)c3c(=O)n2Cc2ccco2)cc1
  A: 28	B: 5	C: 9	D: 2.0	E: -1	F: 10	G: -8	H: 17	I: -31
SMILES: COc1ccc(N2CCN(C(=O)Cn3c(=O)[nH]c4ccccc4c3=O)CC2)cc1
  A: 16	B: 1	C: 7	D: -0.3	E: -3	F: 1	G: -5	H: -2	I: -6
SMILES: COc1cccc(NC(=O)CNC(=O)c2ccc([N+](=O)[O-])cc2)c1
  A: -24	B: 1	C: nt	D: -0.5	E: 2	F: -6	G: 0	H: -29	I: 5
SMILES: COc1ccc(C[C@H]2CN3C(=NC[C@@H]3Cc3ccccc3)N2CCNC(=O)c2ccc(C)c(Br)c2)cc1
  A: -20	B: -2	C: 7	D: 1.8	E: 1	F: 2	G: 5	H: -55	I: 1
SMILES: COc1ccccc1OCCCCNCCO
  A: -6	B: 0	C: -4	D: -1.4	E: 3	F: -3	G: -2	H: -1	I: -11
SMILES: CCOc1ccccc1C(=O)NCC(=O)OCC(=O)NCCc1ccc(S(N)(=O)=O)cc1
  A: -18	B: -1	C: -1	D: -1.1	E: 4	F: 0	G: -3	H: 0	I: -26
SMILES: COc1ccc(C(=O)N2CC(=O)Nc3ccccc32)cc1S(=O)(=O)N1CCCC1
  A: -6	B: 0	C: -4	D: -1.5	E: 6	F: 8	G: -4	H: -12	I: -2
SMILES: CCCn1nnc(NC(=O)COc2cc(C)ccc2C(C)C)n1
  A: -23	B: 0	C: 1	D: -0.3	E: 4	F: 2	G: -3	H: 6	I: 2
SMILES: O=C(NCCN1CCCCC1)c1c(O)c2ccccc2[nH]c1=O
  A: -12	B: -1	C: 3	D: 2.4	E: 3	F: 0	G: -5	H: -2	I: -18
SMILES: Cc1ccc(-c2noc(COc3ccccc3C)n2)cc1
  A: -13	B: -2	C: 22*	D: 0.3	E: 3	F: 4	G: -10	H: -2	I: 2
SMILES: Cc1ccc(N=Nc2c(=O)[nH]n3c(C)cc(C)nc23)cc1
  A: 28	B: 0	C: 7	D: 0.4	E: -1	F: 4	G: 1	H: -10	I: -9
SMILES: NC(=O)C1=C[C@@H](c2coc3ccccc3c2=O)C[C@@H](OCc2ccc(CO)cc2)O1
  A: 10	B: 0	C: 1	D: -1.8	E: 0	F: 0	G: 2	H: 10	I: 8
SMILES: CC(C)n1c(NCc2cccs2)nc2ccccc21
  A: 21	B: 2	C: 7	D: 1.7	E: -1	F: -2	G: -6	H: 23	I: -2
SMILES: COc1cc(/C=N/NC(=O)c2ccccn2)cc2c1OCO2
  A: 8	B: 2	C: 0	D: 0.6	E: 1	F: 1	G: -6	H: 11	I: -8
SMILES: O=C(C[n+]1cn(C(F)F)c2ccccc21)c1ccc(OC(F)F)cc1
  A: 4	B: 4	C: 1	D: 0.2	E: 1	F: 4	G: -4	H: 11	I: -2
SMILES: Cc1ccc(S(=O)(=O)O)c(C)c1N1CCCC1=O
  A: 6	B: 1	C: -1	D: 2.7	E: 0	F: 4	G: 8	H: -6	I: -3
SMILES: COc1ccc(C(=O)N(C)C2CCN(C)CC2)cc1S(=O)(=O)Nc1cc(Cl)ccc1Cl
  A: -4	B: -1	C: nt	D: 0.3	E: -3	F: 1	G: -8	H: -3	I: -12
SMILES: Cc1ccc(NC(=S)N(C)Cc2cn(C)c3ccccc23)cc1
  A: 2	B: 1	C: 1	D: 1.2	E: -2	F: 14	G: 5	H: -15	I: -21
SMILES: O=[N+]([O-])c1ccc(OCc2cnc(Cl)s2)c([N+](=O)[O-])c1
  A: 8	B: 2	C: 1	D: 0.8	E: -3	F: 4	G: 2	H: 11	I: -18
SMILES: COCCn1c(-c2ccco2)nc2nc3ccccc3nc21
  A: 10	B: 8	C: 8	D: 0.0	E: -3	F: 0	G: -5	H: 8	I: 6
SMILES: O=C(NCCNC(=O)c1ccco1)c1cccc(F)c1
  A: 2	B: 0	C: 7	D: -0.6	E: -3	F: 4	G: -10	H: 9	I: -19
SMILES: COC(=O)C1C2C=CC3(CN(Cc4ccco4)C(=O)C13)O2 (centres undefined)
  A: -17	B: 0	C: -1	D: 0.8	E: -2	F: 8	G: -8	H: 6	I: -3
SMILES: CCOC(=O)c1c(C)[nH]c(C(=O)CN2C(=O)NC(CC)(c3ccccc3)C2=O)c1C (centres undefined)
  A: 7	B: -3	C: 0	D: 1.4	E: 2	F: 6	G: -15	H: 17	I: 9
SMILES: COc1cc(NC(=O)C(C)C)ccc1NC(=O)c1ccco1
  A: -2	B: 0	C: 8	D: -3.0	E: -6	F: -2	G: -2	H: 2	I: 2
SMILES: CC1CCN(C(NC(=O)c2ccco2)C(=O)c2ccccc2)CC1 (centres undefined)
  A: 0	B: 1	C: 6	D: -2.8	E: -3	F: 1	G: -10	H: -5	I: -5
SMILES: Cc1cc(C)nc(NC(=NCCc2c[nH]c3ccccc23)NC(=O)c2ccco2)n1
  A: -22	B: -6	C: -8	D: 1.3	E: 2	F: 4	G: -10	H: 5	I: 5
SMILES: N/C(Cn1cncn1)=N\OC(=O)c1ccc(Cl)cc1Cl
  A: -1	B: 0	C: 2	D: 3.1	E: 0	F: 6	G: -7	H: 7	I: -19
SMILES: OC(c1cc(-c2ccc(Cl)cc2)nc2ccccc12)C1CCCCN1 (centres undefined)
  A: 35	B: 0	C: nt	D: -2.2	E: 65*	F: 2	G: -10	H: 13	I: 53*
SMILES: CC(C)(C)n1nc2c(c1NC(=O)Cc1ccccc1)CS(=O)(=O)C2
  A: 11	B: -1	C: 2	D: 3.0	E: -1	F: 3	G: 6	H: -2	I: -23
SMILES: Cc1cc(-n2c(C)cc(C(=O)CSc3nnnn3-c3ccccc3)c2C)no1
  A: -14	B: 2	C: 11	D: 1.5	E: -3	F: 2	G: -17	H: -11	I: 3
SMILES: CCOC(=O)c1c(-c2ccc(OC)cc2)csc1NC(=O)COc1ccc2c(C)cc(=O)oc2c1
  A: -11	B: 2	C: 7	D: 0.0	E: 2	F: 7	G: -4	H: -2	I: -10
SMILES: CN(C)C(=S)NC(=O)C(c1ccccc1)c1ccccc1
  A: -3	B: 2	C: 0	D: -0.7	E: -3	F: 3	G: -1	H: 2	I: 4
